MITF inh: inhibitors of human MITF | 0.91% of 650,000 active | inhibition, % at 2.6 µM | O75030 | AlphaScreen MITF homodimerization, bead proximity signal; in the data active = inhibition above about 50%;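 also: 0% = vehicle wells with protein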
GPR151 activ: activators of human GPR151 | Q8TDV0 | PathHunter beta-arrestin GPR151 cells, luminescence | activation, % at 11.2 µM | 1% of 650,000 active | AID 1508602; in the data active = activation above about 4.9%;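 also: 0% = median of compound wells and 100% = cells with positive control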
TEAD-YAP block: TEAD-YAP interaction inhibition | HEK-TIYL cells, TEAD-Gal4/YAP UAS-luciferase luminescence | inhibition, % at 9.12 µM | 1.4% of 640,000 active | AID 1259422; in the data active = inhibition above about 32%;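 also: 0% = median of test compound wells and 100% = reference inhibitor wells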
FBW7 act: activators of human E3 ligase FBW7 | Q969H0 | AlphaScreen FBW7–phospho-cyclin E peptide binding, activator screen | normalized activity (activation), % at 26.1 µM | 0.13% of 650,000 active | AID 1259310; in the data active = normalized activity above about 1.9%;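 also: purified mutant Fbw7 with reduced substrate affinity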
Target sequence (Q969H0 whole entry, looked up): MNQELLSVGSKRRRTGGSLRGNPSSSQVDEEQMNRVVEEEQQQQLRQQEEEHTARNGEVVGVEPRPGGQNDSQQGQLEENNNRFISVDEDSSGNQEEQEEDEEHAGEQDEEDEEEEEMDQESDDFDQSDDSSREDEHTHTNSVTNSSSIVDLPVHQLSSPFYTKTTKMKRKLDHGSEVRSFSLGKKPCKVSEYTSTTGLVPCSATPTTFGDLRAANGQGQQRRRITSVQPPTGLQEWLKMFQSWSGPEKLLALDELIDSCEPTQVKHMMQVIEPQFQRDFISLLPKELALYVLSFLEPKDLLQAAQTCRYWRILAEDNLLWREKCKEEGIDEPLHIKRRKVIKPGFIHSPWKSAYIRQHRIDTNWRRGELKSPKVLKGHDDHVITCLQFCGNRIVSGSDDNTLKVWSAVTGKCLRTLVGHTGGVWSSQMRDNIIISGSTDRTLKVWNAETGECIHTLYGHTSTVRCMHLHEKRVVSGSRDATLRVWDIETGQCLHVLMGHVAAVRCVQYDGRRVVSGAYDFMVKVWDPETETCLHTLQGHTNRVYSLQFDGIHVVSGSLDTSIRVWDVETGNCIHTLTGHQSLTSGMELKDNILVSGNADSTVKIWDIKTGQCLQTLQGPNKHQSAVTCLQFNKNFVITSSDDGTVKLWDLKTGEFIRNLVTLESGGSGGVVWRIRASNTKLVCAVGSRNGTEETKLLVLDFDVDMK
The depositor's hits bear a star; . = no result given.

SMILES | MITF inh | GPR151 activ | TEAD-YAP block | FBW7 act
COc1ccc(C)cc1NC(=O)c1cccc([N+](=O)[O-])c1C | 15 | -1.0 | 5 | 0.5
COc1ccccc1Nc1ncc(C(=O)N2CCC(C(N)=O)CC2)c2ccccc12 | 3 | -0.3 | 8 | 0.0
Cc1c(C(=O)Nc2ccc(F)cc2F)sc2ncnc(N3CCCCC3)c12 | -8 | 0.7 | -12 | 0.1
O=C(CNc1ccc(Cl)cc1)N/N=C/c1ccccc1Cl | -3 | -0.1 | -3 | 0.0
CCOc1cc(C=O)c(Br)cc1OC | 9 | 0.9 | 3 | 0.1
COC(=O)C1=C(C(=O)c2ccccc2)C(c2ccc(C(C)C)cc2)n2nnnc2N1 (centres undefined) | -7 | -1.3 | -11 | 0.1
Cc1ccc(NS(=O)(=O)c2ccc(OCC(=O)O)c(C)c2)cc1 | -16 | 0.0 | 6 | 0.2
CCCCCc1ccc(-c2ccc(C(=O)Nc3ccc(C(=O)OC)cc3)cc2)nc1 | 12 | -0.4 | 7 | 0.2
COc1cccc(C(=O)N2CCN(Cc3cccc(Cl)c3)CC2)c1 | 52* | 0.1 | 13 | 0.2
O=C(NC1CCCC1)c1cc2cc([N+](=O)[O-])ccc2oc1=O | -1 | -1.0 | -5 | 0.2
O=C(CSc1ncc(-c2ccccc2)[nH]1)Nc1ccccc1Cl | 2 | -0.5 | -12 | 0.4
CC[C@@H]1NC(=O)[C@H]2CN(C(=O)c3cccs3)CCN2C1=O | 15 | 0.3 | 0 | 0.3
CCNc1c(NC(=O)c2cccc(C)c2)c(=O)oc2ccccc12 | 16 | -0.2 | -4 | 0.9
C/C(=N\NC(=O)c1nnn(-c2nonc2N)c1-c1ccccc1)c1ccc(N)cc1 | -1 | 0.8 | -17 | -0.1
Cc1ccc(OCc2nc(-c3ccncc3)no2)cc1C | -8 | 0.3 | -32 | 0.0
CC(C)(CO)NC(=O)c1cc(-c2ccccc2)on1 | 5 | 0.1 | -62 | 0.1
Cc1ccc(N/C=C/C(=O)c2cccs2)cc1 | 37 | 0.7 | 81* | -0.3
Cc1cc(OCCSCc2cc(=O)n3ccsc3n2)ccc1C(C)C | -1 | -1.6 | -3 | 0.1
CN1CCN(C(=O)c2cnc(N3CCN(c4ccccn4)CC3)c3ccccc23)CC1 | 12 | -0.7 | 5 | -0.1
O=P(O)(O)OC1[C@@H](OP(=O)(O)O)[C@H](OP(=O)(O)O)C(O)[C@@H](OP(=O)(O)O)[C@H]1OP(=O)(O)O (some centres undefined) | 2 | -1.5 | . | .
CCOC(=O)c1sc2nc(SCC(=O)C(C)(C)C)n(CCc3ccc(OC)c(OC)c3)c(=O)c2c1C | 15 | 1.3 | 4 | 0.1
CN(C)S(=O)(=O)c1cccc(COC(=O)c2ccc3c(c2)OCO3)c1 | 5 | 0.3 | 7 | 0.1
COCCCN1C(=O)c2cccc3c(C(C)=O)ccc(c23)C1=O | 11 | -1.1 | -1 | -0.1
FC(F)(F)c1ccc(Cn2cnc3c(NCc4ccccc4)nc(N4CCN(Cc5ccc6c(c5)OCO6)CC4)nc32)cc1 | 10 | 0.4 | 6 | 0.0
COC(=O)n1c(=O)oc2cc([N+](=O)[O-])ccc21 | 11 | -1.3 | 6 | 0.2

One compound at a time, as listed above. Order of values: MITF inh, GPR151 activ, TEAD-YAP block, FBW7 act
Record of O=C(NC1CCCC1)c1cc2cc([N+](=O)[O-])ccc2oc1=O → -1, -1.0, -5, 0.2
Record of CCCCCc1ccc(-c2ccc(C(=O)Nc3ccc(C(=O)OC)cc3)cc2)nc1 → 12, -0.4, 7, 0.2

The results go on:
SMILES | MITF inh | GPR151 activ | TEAD-YAP block | FBW7 act
COc1cc(NC(=O)CCN2CCN(c3ccccc3)CC2)cc(OC)c1 | 47 | 0.3 | 9 | 0.6
N/C(=N\OC(=O)c1ccc([N+](=O)[O-])cc1)c1ccccc1Cl | 0 | 3.1 | -5 | -0.1
O=C(NC(=S)N1CCSCC1)c1ccco1 | -1 | -1.3 | -9 | -0.1
Cc1ccc(C(C(=O)NC(C)(C)C)N(Cc2ccccc2)C(=O)c2csnn2)o1 (centres undefined) | 11 | 1.8 | -1 | -0.1
COc1ccc(NC(=O)C2(c3ccccc3)CC2(Cl)Cl)cc1 (centres undefined) | -11 | 0.3 | 0 | -0.1
Cc1cc(C)n(CCNC(=O)c2cc(COc3c(F)cccc3F)on2)n1 | -1 | 1.9 | 0 | 0.0
CC(C)n1c(=O)n(CC(=O)N2CCOCC2)c2cccnc21 | -4 | -0.8 | -5 | -0.3
COCCNC(=O)C(=O)N/N=C/c1ccc([N+](=O)[O-])cc1 | 10 | -0.2 | 8 | 0.0
Cc1ccc(C(=O)NCCN(C)C)cc1N1CCCC1=O | -21 | -0.5 | -8 | 0.0
CCSc1nnc(NC(=O)CSc2nc3c(c(=O)n2-c2ccc(Br)cc2)SCC3)s1 | -9 | -0.9 | -1 | 0.0
O=C(NC(=S)N1CCCC(O)C1)c1ccco1 (centres undefined) | 13 | -0.6 | -1 | -0.1
O=C(O)CC1SC(=O)N(c2ccccc2)C1=O (centres undefined) | -11 | 2.4 | -8 | -0.3
OCC1COC(Cn2cncn2)(c2ccc(Cl)cc2Cl)O1 (centres undefined) | -10 | -1.2 | 0 | 0.2
CC1(C)CC(=O)c2cc3c(N)c(C(=O)Nc4ccccc4[N+](=O)[O-])sc3nc2C1 | 4 | -0.2 | -7 | 0.6
CCC(C)NC(=O)c1ccccc1NC(=O)CN(c1ccc(OC)cc1)S(C)(=O)=O (centres undefined) | 15 | 1.1 | 7 | 0.3
COCc1ccc(CN2CCc3nnc(-c4ccccc4)n3CC2)o1 | 18 | -1.2 | -23 | 0.1
CCOC(=O)c1c(C(C)(C)C)oc2ccc(OC(=O)c3cccc(OC)c3)cc12 | 2 | -1.4 | 9 | 0.0
CCOC(=O)c1ccc(NCN2C(=O)c3ccc(Br)cc3C2=O)cc1 | 9 | -1.1 | -17 | -0.1
CCC1(C)NC(=O)N(CC(=O)Nc2sc3c(c2C(N)=O)CCC3)C1=O (centres undefined) | 6 | 1.7 | 5 | 0.0
Cc1ccc(S(=O)(=O)N(C)CC(=O)O/N=C(\N)c2ccncc2)cc1 | 4 | 3.7 | 11 | -0.2
Cc1cc(NC(=O)CSc2ccnc(=O)[nH]2)no1 | 12 | -2.1 | 4 | 0.1
COc1ccc(S(=O)(=O)N(CCc2ccccc2)CC(=O)Nc2ccc(C)c(Cl)c2)cc1OC | -8 | 1.0 | -8 | -0.1
Nc1ccc(O)c(-n2nc3ccc(N)cc3n2)c1 | 3 | 0.8 | 2 | 0.0
Cc1occc1C(=O)NNC(=O)Nc1ccc([N+](=O)[O-])cc1 | -3 | -1.2 | -20 | 0.1
O=C(O)c1cc2nc3c(c(C(F)(F)F)n2n1)CCCC3 | 3 | -0.4 | -11 | -0.1

Only MITF inh and GPR151 activ, for 2 of the compounds above:
canonical_smiles	MITF inh	GPR151 activ
CC(C)n1c(=O)n(CC(=O)N2CCOCC2)c2cccnc21	-4	-0.8
Cc1ccc(C(=O)NCCN(C)C)cc1N1CCCC1=O	-21	-0.5

Going on with the list.
SMILES | MITF inh | GPR151 activ | TEAD-YAP block | FBW7 act
CCCn1c(=O)c(C(=O)NCc2ccc(Cl)cc2)c(O)c2ccccc21 | 14 | 0.3 | 0 | 0.1
CCc1ccc2oc(-c3cc(NC(=O)c4cc5ccccc5o4)ccc3Cl)nc2c1 | -8 | -0.1 | -2 | 0.0
O=C(NCCCc1ccccc1)c1ccccc1I | 11 | -0.1 | -18 | 0.8
COc1ccccc1C(=O)Nc1nnc(-c2ccccc2Cl)o1 | -9 | 0.4 | -12 | -0.1
CCOC(=O)C1=C(C)N=c2s/c(=C\c3ccccc3Cl)c(=O)n2C1c1ccc(N(C)C)cc1 (centres undefined) | -5 | -0.5 | -7 | 0.0
COc1cccc(C2Nc3ccccc3NC3=C2C(=O)CC(C)(C)C3)c1 (centres undefined) | 25 | -0.9 | 1 | 0.4
CC1CCCCN1CCNS(=O)(=O)c1ccc2c(c1)n(C)c(=O)c(=O)n2C (centres undefined) | 3 | 0.3 | -5 | -0.1
O=C1C2CC=C(Cl)CC2C(=O)N1CNc1ccc(Br)cc1 (centres undefined) | 3 | -1.0 | -2 | -0.7
COc1ccc(N(CC(=O)N2CCN(c3cccc(Cl)c3)CC2)S(C)(=O)=O)cc1 | 3 | 0.3 | 11 | -0.1
COc1ccc(N2C(=O)NC(=O)/C(=C/c3cc(Cl)cc(OC)c3O)C2=O)cc1 | 13 | 0.7 | 6 | 0.9
COc1ccccc1OCCn1c(=O)c2cc3c(=O)n(CCOc4ccccc4OC)c(=O)c3cc2c1=O | -3 | -0.4 | -6 | 0.1
C/C(=C\C(=O)NC1CC(C)(C)NC(C)(C)C1)NC1CC(C)(C)NC(C)(C)C1 | 1 | -0.3 | -2 | 0.1
Cc1ccnc(SCC(=O)Nc2sc3c(c2C(=O)Nc2ccccc2)CCCC3)n1 | -7 | 2.7 | 0 | -0.1
CN(C(=O)c1ccc2c(c1)S(=O)(=O)c1ccccc1C2=O)C1CCCCC1 | 7 | -0.1 | 4 | 0.3
COc1ccc(CCNc2nc(NC3CCC(O)CC3)nc3c2ncn3-c2ccccc2)cc1 (centres undefined) | 8 | 1.2 | 48* | -0.1
Cc1onc(-c2ccccc2Cl)c1C(=O)Nc1cccc(C(=O)N(C)c2ccccc2)c1 | 1 | 0.7 | 15 | 0.7
C=CCNc1nc(C(=O)OCC)nc2ccccc12 | -6 | 0.7 | -6 | -0.1
O=C(CCCCn1c(=S)[nH]c2ccsc2c1=O)NCc1ccco1 | -2 | 0.8 | -3 | 0.2
CCN1CC=C2C(C#N)=C(N)C(C#N)(C#N)C(c3ccccc3C(F)(F)F)C2C1 (centres undefined) | 3 | 1.3 | -12 | -0.2
CSc1ccccc1N1C(=O)CN(C(=O)CCn2cnc3ccccc32)CC1C (centres undefined) | 17 | -0.2 | -7 | 0.7
CC(C)c1ccccc1C=NCC(=O)O | 13 | -1.0 | 11 | 2.2*
NC(=O)C1CCN(S(=O)(=O)c2ccc3[nH]cc(C(=O)O)c(=O)c3c2)CC1 | 19 | -1.8 | 8 | 0.2
Nc1c(C(=O)NCC2CCCO2)sc2nc3cc4c(cc3cc12)OCCO4 (centres undefined) | -3 | 0.7 | 17 | -0.3
COc1ccc(O)c(/C=N/NC(=O)CNc2cccc(Cl)c2)c1 | -11 | -0.9 | 0 | -0.1
CCCc1cnc2c(c1SC(C)C(=O)O)c(=O)n(C)c(=O)n2C (centres undefined) | 11 | 0.1 | 1 | 0.5

Some of the entries so far, field by field:
CC1CCCCN1CCNS(=O)(=O)c1ccc2c(c1)n(C)c(=O)c(=O)n2C (centres undefined)
  MITF inh: 3	GPR151 activ: 0.3	TEAD-YAP block: -5	FBW7 act: -0.1
O=C1C2CC=C(Cl)CC2C(=O)N1CNc1ccc(Br)cc1 (centres undefined)
  MITF inh: 3	GPR151 activ: -1.0	TEAD-YAP block: -2	FBW7 act: -0.7
COc1ccc(N(CC(=O)N2CCN(c3cccc(Cl)c3)CC2)S(C)(=O)=O)cc1
  MITF inh: 3	GPR151 activ: 0.3	TEAD-YAP block: 11	FBW7 act: -0.1
COc1ccc(N2C(=O)NC(=O)/C(=C/c3cc(Cl)cc(OC)c3O)C2=O)cc1
  MITF inh: 13	GPR151 activ: 0.7	TEAD-YAP block: 6	FBW7 act: 0.9

Next section
SMILES | MITF inh | GPR151 activ | TEAD-YAP block | FBW7 act
COCCCNC(=O)c1c(NC(=O)/C=C/c2ccc(C)cc2)sc2c1CCCC2 | -9 | 2.8 | -4 | 0.1
Cc1ccc(C(=O)N/C(=C/c2cccs2)C(=O)NCCc2c[nH]c3ccccc23)cc1C | 1 | -1.4 | 9 | -0.1
CCOC(=O)C1(Cc2ccc(OC)cc2)CCN(C(=O)c2cc[n+]([O-])cc2)CC1 | -1 | -0.5 | -10 | 0.2
CCc1cccc(C)c1N1C(=O)c2nccnc2C1=O | 3 | -0.5 | 3 | 0.1
Cc1ccc(S(=O)(=O)Nc2ccc(I)cc2)cc1C | 7 | -1.8 | -7 | 0.2
O=C1CCC([N+](=O)[O-])C(c2cccc(Oc3ccccc3)c2)N1 (centres undefined) | 1 | 1.8 | 0 | 0.0
O=C(NCC1(c2ccccc2)CCOCC1)C1CC12CCN(C(=O)c1ccccc1)CC2 (centres undefined) | 0 | -0.8 | -6 | -0.1
COc1cc(OC)cc(C(=O)NCCc2ccc(OC)c(OC)c2)c1 | 4 | 0.1 | -5 | 0.0
CCC(=O)Nc1cccc(NC(=O)CSc2nnnn2C(C)C)c1 | 7 | 0.7 | 3 | -0.1
COc1ccccc1N1C(=O)c2cccc3c(N(C)CCO)ccc(c23)C1=O | 74* | -1.0 | 2 | 0.1
CCOc1ccc(C2C(C(=O)Nc3cc(C)ccc3OC)c3ccccc3C(=O)N2CCN2CCOCC2)cc1 (centres undefined) | 27 | -0.2 | -4 | -0.1

Pulled by compound from the list above (4):
SMILES | MITF inh | GPR151 activ | TEAD-YAP block | FBW7 act
CCOc1ccc(C2C(C(=O)Nc3cc(C)ccc3OC)c3ccccc3C(=O)N2CCN2CCOCC2)cc1 (centres undefined) | 27 | -0.2 | -4 | -0.1
Cc1ccc(S(=O)(=O)Nc2ccc(I)cc2)cc1C | 7 | -1.8 | -7 | 0.2
COc1cc(OC)cc(C(=O)NCCc2ccc(OC)c(OC)c2)c1 | 4 | 0.1 | -5 | 0.0
COCCCNC(=O)c1c(NC(=O)/C=C/c2ccc(C)cc2)sc2c1CCCC2 | -9 | 2.8 | -4 | 0.1

Source: PubChem BioAssay (The Scripps Research Institute Molecular Screening Center)
